KCNQ2 block: KCNQ2 channel blockers in CHO-K1 cells – cell-based, FluxOR thallium flux, B-score, primary screen (AID 2156). O88943. 20 min; hits give low values. B-score at 10 µM. actives 1.1% (n = 310,000);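 active means fluorescence ratio B-score at most minus 3 library SDs, with starting brightness B-score within 2 library SDs, cut at about -5.5 in these data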
STK33 inh: human STK33 kinase inhibition | purified STK33, MBP phosphorylation, ADP-Glo luminescence | inhibition, % at 10 µM | actives 0.073% (n = 320,000);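 active means inhibition at or above 25%, using the most active replicate where run in duplicate; inactive means inhibition below 25%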
Target sequence (Q9BYT3 whole entry, looked up): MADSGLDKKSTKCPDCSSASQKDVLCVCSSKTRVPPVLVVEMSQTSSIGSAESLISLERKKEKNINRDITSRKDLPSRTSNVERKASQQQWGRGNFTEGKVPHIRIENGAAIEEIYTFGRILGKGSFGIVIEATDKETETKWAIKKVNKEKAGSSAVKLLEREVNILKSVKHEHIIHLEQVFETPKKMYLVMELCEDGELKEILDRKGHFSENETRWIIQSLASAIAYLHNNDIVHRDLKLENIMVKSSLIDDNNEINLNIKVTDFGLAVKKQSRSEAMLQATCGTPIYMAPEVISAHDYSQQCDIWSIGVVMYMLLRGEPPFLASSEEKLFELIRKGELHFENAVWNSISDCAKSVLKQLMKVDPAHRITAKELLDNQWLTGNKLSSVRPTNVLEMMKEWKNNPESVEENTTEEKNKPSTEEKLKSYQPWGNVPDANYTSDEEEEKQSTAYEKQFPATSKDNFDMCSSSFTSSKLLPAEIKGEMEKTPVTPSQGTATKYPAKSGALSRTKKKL
OX1R antag: blocks the human orexin 1 receptor. O43613. OX1R-expressing cells, FRET antagonist read-out. inhibition, % at 6.6 µM. actives 1.8% (n = 330,000). AID 485270; in the data active means inhibition mostly above about 38%, no sharp cut-off; inactive means mostly below about 40%;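 further: 0% = agonist challenge alone and 100% = reference antagonist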
Target sequence (O43613 whole entry, looked up): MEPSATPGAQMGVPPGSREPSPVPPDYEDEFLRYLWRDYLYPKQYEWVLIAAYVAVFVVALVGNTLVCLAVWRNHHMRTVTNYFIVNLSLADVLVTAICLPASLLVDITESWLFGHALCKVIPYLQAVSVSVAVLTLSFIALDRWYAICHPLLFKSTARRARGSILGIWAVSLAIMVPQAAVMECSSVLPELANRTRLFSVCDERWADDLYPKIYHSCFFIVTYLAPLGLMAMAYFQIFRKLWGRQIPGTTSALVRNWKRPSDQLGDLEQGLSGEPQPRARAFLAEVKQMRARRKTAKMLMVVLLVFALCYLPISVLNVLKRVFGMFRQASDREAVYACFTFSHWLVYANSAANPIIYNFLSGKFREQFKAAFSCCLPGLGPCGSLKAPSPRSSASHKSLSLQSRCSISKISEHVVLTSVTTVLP
* = called active by the depositor; i = inactive; nt = no result given.

SMILES	KCNQ2 block	STK33 inh	OX1R antag
CC(C)C(C(=O)O)N1C(=O)/C(=C/c2cccn2C)SC1=S (stereo not given)	nt	-1.4	29
COc1ccccc1N1CCN(C(=O)C(=O)c2c(C)[nH]c3ccccc23)CC1	i	-0.1	11
CCOC(=O)CSc1nnc(C)c(C)n1	i	-2.6	21
COc1cccc(NC(=O)NCCC2=CCCCC2)c1	i	0.1	51
Cc1cc(Cl)c2oc(C(=O)N(C)CC3CCOCC3)c(C)c2c1	i	0.5	20
CCCCNC(=O)c1onc(CSc2ccccc2C)c1C(=O)O	i	-1.9	18
CCCn1c(C(O)c2ccc(C)cc2)nc2ccccc21 (stereo not given)	i	-1.0	nt
O=C(NC1CCCCCC1)c1ccc(Cl)c(S(=O)(=O)N2CCOCC2)c1	i	1.5	13
CCc1ccc(OCC(=O)NCc2ccco2)c(Br)c1	i	-0.5	6
N#Cc1c(N)oc(-c2ccc3c(c2)OCO3)c1-c1ccc2c(c1)OCO2	i	1.1	17
Cc1c(OCC(=O)NCCN2CCOCC2)ccc2c(-c3ccccc3)cc(=O)oc12	i	-1.0	-1
CCC(C)(C)c1ccc(OCC(=O)N(C)C)c(C(C)(C)CC)c1	i	0.4	27
Cn1c(SCc2ccccc2)nnc1-c1cnccn1	i	-0.3	14
CSc1nc2cc(F)c(F)cc2n1C	i	0.4	3
CCOC(=O)c1c(NC(=O)COC(=O)c2ccccn2)sc2c1CCC2	i	3.1	19
C=CCn1c(=O)c2ccccc2n2c(SCC(=O)Nc3sc(C)c(CC)c3C(=O)OCC)nnc12	i	0.2	13
COc1ccc(CCNC(=O)COC(=O)C2CC2C)cc1OC (stereo not given)	nt	0.7	-4
COc1ccccc1NC(=O)NC(N)=O	i	1.9	4
CN(Cc1nc2ccccc2c(=O)[nH]1)C(=O)c1ccc(S(=O)(=O)N2CCCC2)cc1	nt	-0.6	7
CN(C1CCCCC1)S(=O)(=O)c1ccc2c(c1)c(=O)c(C(=O)N1CCc3ccccc3C1)cn2C	i	-1.4	18
Cc1scc(C(=O)O)c1-c1c(C(=O)O)csc1C	i	-0.3	1
CSCC(=O)N1CCCC(N2CCN(c3cccc(C(F)(F)F)c3)CC2)C1 (stereo not given)	-6.8*	-3.3	9
CCCOc1ccc(-c2nc(-c3ccc(N)cc3)cs2)cc1	i	-0.4	-3
CCN(CC)C(=O)Oc1ccc2ccccc2c1Br	i	-0.1	19
CCCN(C(=O)CCc1ccc(OC)cc1)c1c(N)n(Cc2ccccc2)c(=O)[nH]c1=O	nt	-0.3	12

Other results:
SMILES	KCNQ2 block	STK33 inh	OX1R antag
O=C(NCc1ccc(F)cc1)C1CCCN(c2nc3ccsc3c(=O)s2)C1 (stereo not given)	i	-1.7	6
O=C(COC(=O)c1ccc(NS(=O)(=O)c2ccc3c(c2)OCCO3)cc1)NC1CC1	i	0.2	7
CCc1c(C)sc(NC(=O)c2cc(C)no2)c1C#N	i	-0.3	12
O=C(OCC(=O)c1ccc(Cl)s1)c1ccccn1	i	-0.2	8
Oc1ccc(O)c(-c2cnns2)c1	i	2.4	17
Cc1ccc(C(=O)Nc2cc3c(cc2Cl)OCCCO3)cc1	i	-1.7	19
O=C(NC(=S)N(CCO)Cc1ccccc1)c1ccc(S(=O)(=O)N2CCCC2)cc1	i	-0.3	-2
COCCCNC(=O)CN1C(=O)/C(=C/c2ccccc2C)Sc2ccccc21	i	-0.3	47
O=C(c1ccc(Cn2c(=O)[nH]c3ccccc3c2=O)cc1)N1CCN(c2ccccc2)CC1	i	0.2	9
COc1ccccc1C1C(C(C)=O)=C(O)C(=O)N1c1ccc(O)cc1 (stereo not given)	i	-0.1	32
O=S(=O)(c1ccc(F)cc1)N1CCN(CC2CC3C=CC2C3)CC1 (stereo not given)	i	-1.0	0
O=C1NNC(c2ccccc2)=N/C1=C\c1ccc(Cl)cc1	i	-0.8	16
c1ccc(C2NCCn3cccc32)cc1 (stereo not given)	i	-0.4	14
NC(=O)c1ccsc1NC(=O)COC(=O)c1nc(Cl)ccc1Cl	i	0.9	19
CC(C)(C)NS(=O)(=O)c1ccc(NC(=O)C(Sc2ccccc2)c2ccccc2)cc1 (stereo not given)	i	0.2	9
CC(=O)OC1CSC2c3ccccc3C(=O)N2Cc2sccc21 (stereo not given)	i	0.0	16
C[N+](C)(C)C/C=C1/COCO1	i	-1.3	-6
CN(C)CCCNS(=O)(=O)c1ccc(N2CCN(Cc3ccc4c(c3)OCO4)CC2)c([N+](=O)[O-])c1	i	-0.3	25
O=C(NCc1ccc(F)cc1)C1CCN(S(=O)(=O)N2CCCC2)CC1	i	-1.7	6
CCCNC(=O)COc1ccccc1[N+](=O)[O-]	i	-1.8	19
COc1cc(C(C2C(=O)CC(C)(C)CC2=O)C2C(=O)CC(C)(C)CC2=O)ccc1O	i	0.1	7
O=C(Nc1nc(-c2ccccn2)cs1)c1cccc(-n2cnnn2)c1	i	-0.1	16
CCCc1nnc(NC(=O)c2ccncc2)s1	i	0.7	4
CC(OC(=O)c1oc2ccccc2c1COc1ccccc1)C(=O)NC(N)=O (stereo not given)	i	0.4	10
Cc1cccc2cc(C#N)c(NCc3ccccc3)nc12	i	0.3	22

Reprinted at random: 2 entries already listed, in no set order.
SMILES	KCNQ2 block	STK33 inh	OX1R antag
CCCc1nnc(NC(=O)c2ccncc2)s1	i	0.7	4
CC(=O)OC1CSC2c3ccccc3C(=O)N2Cc2sccc21 (stereo not given)	i	0.0	16

(continued)
SMILES	KCNQ2 block	STK33 inh	OX1R antag
CC(C)(C)CC(=O)N1CCC(c2nc3c(nnn3Cc3c(F)cccc3Cl)c(=O)[nH]2)CC1	i	-0.2	12
COc1ccc(OC)c(NC(=O)Nc2cccnc2)c1	i	1.1	nt
Cc1ccc(CC2CC(=O)N(CCc3ccccc3)C2=O)cc1 (stereo not given)	i	-0.7	24
O=C(COc1cccc2cccnc12)N/N=C/c1ccccc1O	i	3.0	35
COc1ccc(C2OC(=O)CC2C(=O)N2CCN(c3cc(Cl)ccc3C)CC2)cc1OC (stereo not given)	i	-0.8	0
CCn1c(SCC(=O)NC2=NCCS2)nnc1C(C)NC(=O)c1ccccc1F (stereo not given)	i	1.0	15
CC1CC(C)CN(c2ncnc3c2cnn3C)C1 (stereo not given)	i	-0.9	21
Cc1ccccc1OCC1CNC(=O)O1 (stereo not given)	i	-2.3	3
CCc1ccc(OCCSc2nc3ccccc3n2CCC(=O)O)cc1	i	0.4	32
Cc1ccc(-n2c(O)c(C=Nc3ccccc3-c3n[nH]c(=S)[nH]c3=O)c3ccccc3c2=O)c(C)c1	i	-0.2	14
CC(NS(=O)(=O)c1ccc(F)cc1)C(c1cccs1)N1CCN(C)CC1 (stereo not given)	i	-0.8	11
COC(=O)/N=C/c1c(NCc2ccccc2)nc2c(C)cccn2c1=O	i	-0.7	68
Cc1ccc(C)n1-c1ccsc1C(=O)CC#N	i	-0.3	18
COc1ccccc1Cn1c(=S)[nH]c2cc(C(=O)NCCN3CCOCC3)ccc2c1=O	i	-0.2	18
Cc1cccc(C(=O)N2CCN(c3ccccn3)CC2)c1	i	-0.3	20
O=C(CSc1ccc2nnc(-c3ccc(F)cc3)n2n1)NCc1ccco1	i	-1.4	26
O=C(Cn1ccc2ccccc2c1=O)NCCC(=O)Nc1cccnc1	i	-1.5	-5
CCN1C(=Nc2ccc(Cl)cc2)SC/C1=C\C(=O)OC	i	-0.2	14
CC1CCCN(c2ccc(C(=O)NCC3CCCO3)cn2)C1 (stereo not given)	i	-0.7	24
O=C(c1ccccc1)n1ccc(-c2cccs2)n1	i	-1.4	6
O=c1[nH]c(CN2CCN(CCO)CC2)nc2ccccc12	i	-1.6	0
CCNC(=O)C1CCCN1S(=O)(=O)c1ccc(OC)cc1 (stereo not given)	i	1.0	15
O=C(COC(=O)c1ccco1)NNC(=O)c1ccc(Cl)cc1	nt	-1.2	8
CC[C@H](C)C(=O)N[C@H]1CCCN1C(=O)/C=C/c1ccccc1	nt	-0.1	4
C[C@@H]1NS(=O)(=O)[C@H]2C[C@@H]3C=C[C@]2(O3)[C@H]1OC(=O)Nc1ccc(C(F)(F)F)cc1[N+](=O)[O-]	nt	0.3	0

No new results follow: an excerpt of the list.
SMILES	KCNQ2 block	STK33 inh	OX1R antag
COc1ccc(OC)c(NC(=O)Nc2cccnc2)c1	i	1.1	nt
Cc1ccc(CC2CC(=O)N(CCc3ccccc3)C2=O)cc1 (stereo not given)	i	-0.7	24
O=C(COc1cccc2cccnc12)N/N=C/c1ccccc1O	i	3.0	35
COc1ccc(C2OC(=O)CC2C(=O)N2CCN(c3cc(Cl)ccc3C)CC2)cc1OC (stereo not given)	i	-0.8	0
CCn1c(SCC(=O)NC2=NCCS2)nnc1C(C)NC(=O)c1ccccc1F (stereo not given)	i	1.0	15
CC1CC(C)CN(c2ncnc3c2cnn3C)C1 (stereo not given)	i	-0.9	21
Cc1ccccc1OCC1CNC(=O)O1 (stereo not given)	i	-2.3	3
CCc1ccc(OCCSc2nc3ccccc3n2CCC(=O)O)cc1	i	0.4	32
Cc1ccc(-n2c(O)c(C=Nc3ccccc3-c3n[nH]c(=S)[nH]c3=O)c3ccccc3c2=O)c(C)c1	i	-0.2	14
CC(NS(=O)(=O)c1ccc(F)cc1)C(c1cccs1)N1CCN(C)CC1 (stereo not given)	i	-0.8	11
COC(=O)/N=C/c1c(NCc2ccccc2)nc2c(C)cccn2c1=O	i	-0.7	68
Cc1ccc(C)n1-c1ccsc1C(=O)CC#N	i	-0.3	18
COc1ccccc1Cn1c(=S)[nH]c2cc(C(=O)NCCN3CCOCC3)ccc2c1=O	i	-0.2	18
Cc1cccc(C(=O)N2CCN(c3ccccn3)CC2)c1	i	-0.3	20

New compounds follow
SMILES	KCNQ2 block	STK33 inh	OX1R antag
c1ccc(-c2ccc3c(c2)c2c4n3CCN=C4CCC2)cc1	-7.5*	2.0	9
Cc1ccc(NC(=O)c2ccc(-c3nn(C)c(=O)c4ccccc34)cc2)c(C)c1	i	-0.1	16
CC(=O)Cc1nsc(NC(=O)c2cc(-c3cccc(C(F)(F)F)c3)oc2C)n1	i	3.0	-1
CC(C)(C)OC(=O)NCC12C=CC(O1)C1C(=O)N(Cc3ccccc3)C(=O)C12 (stereo not given)	i	-1.1	6
O=C(NCc1ccc(Cl)cc1)C1CCC(CNc2c(N3CCCCC3)c(=O)c2=O)CC1 (stereo not given)	i	0.4	19
Cc1cc(C(=O)N2CCCC(C(=O)c3ccc(Cl)cc3C)C2)no1 (stereo not given)	i	0.2	12
COCCNS(=O)(=O)c1cc(-c2nn(C)c(=O)c3ccccc23)ccc1C	i	-0.5	8
CC1CN(C(=O)C(C)OC(=O)c2ccc3ncsc3c2)CC(C)O1 (stereo not given)	nt	-1.2	-6
CN1C(=O)NC(c2cccc([N+](=O)[O-])c2)C2=C1CCCC2=O (stereo not given)	i	0.7	1
CN(C(=O)COC(=O)c1cc(S(=O)(=O)N2CCCCC2)ccc1Cl)c1ccccc1	nt	-0.1	4
COc1cc(OC)cc(C(=O)NCCNC(=O)c2ccccc2)c1	i	0.5	16
O=C(c1cccc(F)c1)N1CCCc2ccccc21	i	-1.1	-10
CCSC1=N/C(=C\c2ccccc2)C(=O)N1c1ccc(OC)cc1	i	-1.3	2
C=CCc1ccccc1OCC(O)CN(CC)CC (stereo not given)	i	0.0	19
COc1cccc(C(CC(=O)Nc2cccc3ccccc23)NC(=O)c2ccccc2)c1 (stereo not given)	i	-0.2	35*
COc1cc(OC)c(OC)cc1CN1CCCC(C(=O)c2ccc3c(c2)OCO3)C1 (stereo not given)	i	-1.7	6
Fc1cccc(CCN2CCN=C2Nc2ccccc2)c1	nt	0.1	23
NC(=O)c1ccsc1N	i	3.2	10
COc1ccc(OC)c(NC(=O)CSc2nc(=O)n(Cc3ccccn3)c3c2CCC3)c1	i	-1.1	9
Cc1ccc(-n2ncc3c(=O)[nH]c(SCC(=O)N4CCN(c5ccccc5)CC4)nc32)cc1	i	-0.8	9
O=C1CSC(c2ccccn2)N1c1ccc(Br)cc1 (stereo not given)	i	-0.7	11
CN(C(=O)CC1C(=O)NCCN1Cc1ccccc1C(F)(F)F)C1CCOCC1 (stereo not given)	i	-0.8	2
CC1(C)Cc2c(c(-c3ccccc3)nc(N3CCCC3)c2C(N)=O)CO1	i	-0.5	20
Cc1ccc(NC(=O)Nc2ccc3c(c2)N(C)C(=O)CS3)nc1	i	-1.7	1
C=CCn1c(CSc2nc3ccccc3s2)nnc1SCC(=O)NCc1ccco1	i	0.7	30

Additional results:
SMILES	KCNQ2 block	STK33 inh	OX1R antag
CCOC(=O)C(=CNc1ccc(C)cc1C)C(=O)OCC	i	-1.0	4
CN1CCN(C(=O)c2cc3ccccc3oc2=O)CC1	i	-2.2	10
COc1ccccc1N1CCN(C(=O)CCSCc2ccccc2F)CC1	i	-2.0	2
Cc1ccc(CNCC(O)(c2ccccc2)c2ccccc2)cc1	i	-0.6	9
Clc1ccccc1C1Nc2cccc3cccc(c23)N1	i	-0.6	0
CN(C)C(=O)c1cn(-c2ccc(Cl)cc2)c(=O)c2ccccc12	i	-2.3	24
O=C(Nc1ccc(N2CCOCC2)cc1)c1cccc(S(=O)(=O)N2CCOCC2)c1	nt	-3.8	2
O=C(CC1SC(N2CCCC2)=NC1=O)Nc1ccc(C(=O)N2CCN(c3cccc(Cl)c3)CC2)cc1 (stereo not given)	i	-0.2	17
CC(=O)c1cccc(NC(=O)CCCNC(=O)c2ccc(Cl)cc2)c1	i	-3.7	11
CN(C(=O)COc1ccccc1)c1nnc(-c2ccncc2)s1	i	1.8	31
COc1ccc(S(=O)(=O)N/N=C\c2ccc3c(c2)OCO3)c(OC)c1	i	0.6	nt
Cc1cc(C)c(C)c(S(=O)(=O)N2CCCCC2C(=O)O)c1C (stereo not given)	i	-0.5	6

Hits appear at their usual frequency; overall some 2.7% were active at least once.
